# Screening results: PubChem, several laboratories
# Tat transport: E. coli Tat export inhibitors, primary screen, MC4100, TorA-mCherry reporter, fluorescence, single point; inhibition, % at 10 µM; 340,000 tested, 0.036% active; AID 488895, 2010;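 active = mean replicate inhibition at least 50% and at least half of replicates individually reaching 50%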;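 also: exported cargo escapes ClpAP degradation while cytoplasmic cargo is degraded and loses fluorescence; 0% = median of neutral control wells and 100% = median of NaSCN control wells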
# Rtt109 HAT inh: inhibitors of C. albicans Rtt109/Vps75 HAT, primary screen, biochemical, ThioGlo CoA-SH fluorescence, plate reader | Histone acetyltransferase RTT109 (Candida albicans (strain SC5314 / ATCC MYA-2876)), … | 330,000 tested, 0.16% active | inhibition, % at 34.9 µM | purified Rtt109/Vps75, 4 h;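 active = inhibition of at least 50% in every replicate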
# CDK5 inh: inhibitors of human CDK5/p35 kinase, primary screen, biochemical, single concentration; Cyclin-dependent kinase 5 (Homo sapiens) + Cyclin-dependent kinase 5 activator 1 (Homo …; Recombinant CDK5/p35, ADP-Glo luminescence, 60 min; inhibition, % at 10 µM; 330,000 tested, 0.01% active; AID 488839, 2010;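 active = highest replicate inhibition of at least 50% and at least 75% of replicates reaching 50%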;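 also: plate controls were DMSO neutral control for no effect and GW8510 at 10 µM for full effect; many of its hits are not listed in these tables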
# Target sequence (Q00535 whole entry, looked up): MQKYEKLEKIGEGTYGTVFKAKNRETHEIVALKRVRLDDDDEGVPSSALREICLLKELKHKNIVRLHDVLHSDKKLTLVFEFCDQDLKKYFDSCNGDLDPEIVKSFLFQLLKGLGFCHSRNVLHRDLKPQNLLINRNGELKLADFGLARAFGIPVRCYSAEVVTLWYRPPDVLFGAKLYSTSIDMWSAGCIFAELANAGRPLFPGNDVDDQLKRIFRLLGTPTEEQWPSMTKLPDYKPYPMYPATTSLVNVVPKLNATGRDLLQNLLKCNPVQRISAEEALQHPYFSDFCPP
# Target sequence (Q15078 whole entry, looked up): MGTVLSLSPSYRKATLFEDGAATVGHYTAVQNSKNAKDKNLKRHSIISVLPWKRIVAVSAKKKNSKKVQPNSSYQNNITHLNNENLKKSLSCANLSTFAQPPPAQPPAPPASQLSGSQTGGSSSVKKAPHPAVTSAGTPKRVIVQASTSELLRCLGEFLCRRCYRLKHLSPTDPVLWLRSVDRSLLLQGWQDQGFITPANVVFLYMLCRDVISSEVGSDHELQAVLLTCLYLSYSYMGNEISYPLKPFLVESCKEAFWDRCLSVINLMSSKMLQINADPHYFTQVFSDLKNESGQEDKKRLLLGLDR
# MITF act: activators of MITF-driven TRPM1 promoter reporter, primary screen, cell-based, SK-MEL-5, luciferase, single point; AID 588334, 2011; activation, % at 12.5 µM; SK-MEL-5 TRPM1-promoter luciferase, 24 h; % of positive control, neutral wells = 0; 300,000 tested, 0.75% active;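 active = mean activation of at least 80% with every replicate also reaching 80%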;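 also: 0% = neutral control wells and 100% = parthenolide positive control wells; values of inactives mirror those of a sister screen read the other way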
# dFosB act: activators of delta FosB homodimer, primary screen, biochemical, fluorescence polarization, TAMRA-CDK5 oligo, single point. Protein FosB (Mus musculus), P13346. activation, % at 25 µM. 340,000 tested, 0.99% active. AID 493131, 2011. purified delta FosB; percent of positive-control signal above neutral wells;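 active = mean activation above about 17%, with every replicate also reaching it, limit read from the data, passing the limit was not always enough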;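 also: fluorescence polarization rise as delta FosB binds a TAMRA Cdk5 AP-1 oligo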
# RTF Ca sens act: cardiac RTF calcium sensitivity activators, primary screen, biochemical, IANBD-TnC fluorescence, EC20 calcium. IANBD-labeled TnC RTF fluorescence at EC20 calcium; 0% EC20 calcium, 100% full calcium. activation, % at 7.2 µM. AID 493008, 2010. 340,000 tested, 0.24% active;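 active = activation above the mean over all tested compounds plus 3 SD, cut at about 30% in these data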;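 also: rise in fluorescence read as greater calcium sensitivity of cardiac thin filaments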
# V-ATPase pH: regulators of yeast V-ATPase proton pumping, primary screen, pHLuorin cytosolic pH fluorescence; 350,000 tested, 0.37% active; S. cerevisiae; response, % at 10 µM; in the data active = response mostly above about 7.3%, no sharp cut-off; inactive = mostly below about 5.4%; also: actives read high; inactives centre near 0; some compounds called inactive have numbers as strong as hits
# CAL PDZ FP-1: CAL PDZ peptide-binding inhibitors, primary screen, biochemical, fluorescence polarization, Cer-tagged CAL PDZ, HTS; Golgi-associated PDZ and coiled-coil motif-containing protein (Homo sapiens), Q9HD26; purified CAL PDZ, TMR-peptide fluorescence polarization, 1 h; inhibition, % at 20 µM; 330,000 tested, 0.02% active; AID 504414, 2011;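 active = highest replicate inhibition of at least 40%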;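 also: plate controls were DMSO neutral control wells for no effect and unlabeled competitor peptide control wells for full effect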
#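 Test system: purified CerCALP PDZ construct; Compound dosing: one concentration, 20 µM compound; Also added: TMR-labelled reporter peptide T*-PRC34 bound in PDZ groove; Read-out: inhibition from polarization loss; Controls: unlabelled peptide and DMSO controls; Signal: FP readout, S and P plane fluorescence; Incubation: 1 h at RT.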
# Wnt bcat act: Wnt/beta-catenin pathway activators, primary screen, cell-based, plate reader, single point; Wnt/beta-catenin reporter cell assay, activator; activation, % at 9.35 µM; 300,000 tested, 1.2% active; AID 743398, 2014; in the data active = activation above about 30%, passing the limit was not always enough;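 also: 0% = neutral control wells and 100% = positive control wells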
# CAL PDZ FP-2: untagged CAL PDZ binding inhibitors, primary screen, biochemical, fluorescence polarization, HTS; Golgi-associated PDZ and coiled-coil motif-containing protein (Homo sapiens), Q9HD26; purified CAL PDZ, TMR-peptide fluorescence polarization, 1 h; inhibition, % at 24.9 µM; 300,000 tested, 0.92% active; AID 602252, 2012;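 active = mean inhibition of at least 30% with at least half of replicates also reaching 30%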;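 also: 0% = DMSO neutral control and 100% = excess unlabeled competitor peptide PRC23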
# Numbers without * were called inactive; / = not tested or not shown.
SMILES,Tat transport,Rtt109 HAT inh,CDK5 inh,MITF act,dFosB act,RTF Ca sens act,V-ATPase pH,CAL PDZ FP-1,Wnt bcat act,CAL PDZ FP-2
CC(C)OC(=O)CC(=O)CSc1nc2c(c(-c3cccs3)c1C#N)CCC2,8.6,-9.9,0.2,-5.1,-16.7,-1.3,0.3,-2.0,-9.5,5.6
COc1cccc(NC(=O)CN2CCN(CC(=O)Nc3ccccc3Cl)CC2)c1,2.6,0.5,-0.8,-21.6,-0.3,-1.6,-4.2,-1.6,-1.7,-1.0
CC(C)[C@H](NC(=O)N1c2ccccc2NC(=O)[C@@H]1C(C)C)C(=O)N[C@@H](Cc1ccccc1)C(=O)O,-5.0,-4.9,-0.4,-3.6,-1.1,8.3,-1.3,0.4,-1.1,-2.4
CC(C)CNS(=O)(=O)c1cc(C(=O)OCC(=O)c2ccc3c(c2)OCCO3)c(Cl)cc1Cl,-5.8,-4.4,0.5,6.3,-2.4,2.1,10.3,-3.1,-0.8,6.9
Cc1cccc(OCc2nnc(SCC(=O)N3c4ccccc4CCc4ccccc43)o2)c1,0.4,8.7,-2.6,-13.2,-9.4,-0.3,1.3,-3.1,-2.4,-2.5
CN(C)c1cc(-c2cccc(C(F)(F)F)c2)oc(=O)c1Cl,-5.6,-2.3,-3.9,-5.7,-3.5,6.9,-2.2,0.3,-2.9,-4.1
Cc1ccc(-c2c(C(=O)NCc3ccc(F)cc3)oc(=O)c3ccccc23)cc1,1.3,14.9,1.6,-13.8,-3.4,-5.7,3.2,-2.9,0.4,-0.5
COc1ccc(CCN2C(=O)C3CC(C)=C(C)CC3C2=O)cc1OC (stereo unspecified),-2.1,0.0,1.3,/,-4.5,1.6,0.8,-0.9,/,-0.4
COc1ccc(-n2cc(C(=O)O)c3ccccc3c2=O)cc1,12.0,-5.6,0.8,-5.0,0.7,-3.2,-2.1,-0.5,-0.4,0.6
CN(C)C(=O)c1ccc(NC(=O)COC(=O)c2cc3c(s2)CCCCC3)cc1,-1.1,0.2,1.3,-1.8,-16.2,8.1,-0.3,-1.4,0.4,-2.9
Cn1cc(C(=O)c2ccc(Cl)cc2)cc1-c1nc2ccccc2n1C,12.2,-3.9,1.0,-6.7,2.5,1.0,3.8,-0.5,-4.4,0.4
CC1(C)CC(NC(=O)COc2ccc3ccccc3c2)CC(C)(C)N1,-9.8,4.8,-1.0,-0.4,5.3,-7.8,2.5,/,/,1.9
Cc1ccc(F)cc1NS(=O)(=O)c1ccc(Cl)s1,-5.9,7.8,-0.3,0.3,3.1,-6.2,-1.5,0.3,/,-0.6
Nc1cc2nc3ccccc3oc-2cc1=O,-3.9,18.0,1.0,-88.1,-2.2,0.8,1.2,2.7,2.1,1.9
Cc1c(C(=O)Nc2nnc(C(F)(F)F)s2)oc2ccccc12,0.4,-1.6,0.2,66.8,-7.8,-3.9,1.8,-1.4,2.6,/
O=c1[nH]cnc2c1C(c1ccc(Cl)cc1)c1c(nc[nH]c1=O)O2,3.9,5.2,0.9,-5.8,-8.4,10.7,0.8,0.4,/,/
O=C(CSc1nnc(-c2ccc(S(=O)(=O)N3CCCC3)cc2)o1)NCC1CCCO1 (stereo unspecified),-1.8,9.6,1.6,-1.3,-3.2,5.3,2.3,-0.6,-1.0,5.4
O=C1CS/C(=N/N=C/c2ccccc2)N1Cc1ccco1,3.4,-0.2,-0.5,28.9,-11.3,0.1,-0.3,-1.0,5.2,-0.8
COc1ccc(-c2nc(C#N)c(N3CCN(c4ccccc4)CC3)o2)cc1,-3.7,-2.0,-0.4,-8.1,-2.3,0.5,-1.7,-2.0,0.9,-2.0
Cc1nc2[nH]c(=O)c3c(n2n1)NC1=C(C(=O)CC(C)(C)C1)C3c1ccc(F)cc1 (stereo unspecified),-21.2,-4.3,1.1,-0.6,-6.5,4.8,-2.5,-0.1,/,0.9

# Profiles as entered above:
# `Cc1c(C(=O)Nc2nnc(C(F)(F)F)s2)oc2ccccc12` in the list: Tat transport: 0.4; Rtt109 HAT inh: -1.6; CDK5 inh: 0.2; MITF act: 66.8; dFosB act: -7.8; RTF Ca sens act: -3.9; V-ATPase pH: 1.8; CAL PDZ FP-1: -1.4; Wnt bcat act: 2.6; CAL PDZ FP-2: /
# `Cc1nc2[nH]c(=O)c3c(n2n1)NC1=C(C(=O)CC(C)(C)C1)C3c1ccc(F)cc1` (stereo unspecified) in the list: Tat transport: -21.2; Rtt109 HAT inh: -4.3; CDK5 inh: 1.1; MITF act: -0.6; dFosB act: -6.5; RTF Ca sens act: 4.8; V-ATPase pH: -2.5; CAL PDZ FP-1: -0.1; Wnt bcat act: /; CAL PDZ FP-2: 0.9

# A second format for two compounds above:
SMILES: Cc1ccc(F)cc1NS(=O)(=O)c1ccc(Cl)s1
- Tat transport: -5.9
- Rtt109 HAT inh: 7.8
- CDK5 inh: -0.3
- MITF act: 0.3
- dFosB act: 3.1
- RTF Ca sens act: -6.2
- V-ATPase pH: -1.5
- CAL PDZ FP-1: 0.3
- Wnt bcat act: /
- CAL PDZ FP-2: -0.6
SMILES: Nc1cc2nc3ccccc3oc-2cc1=O
- Tat transport: -3.9
- Rtt109 HAT inh: 18.0
- CDK5 inh: 1.0
- MITF act: -88.1
- dFosB act: -2.2
- RTF Ca sens act: 0.8
- V-ATPase pH: 1.2
- CAL PDZ FP-1: 2.7
- Wnt bcat act: 2.1
- CAL PDZ FP-2: 1.9

# (list continues)
SMILES,Tat transport,Rtt109 HAT inh,CDK5 inh,MITF act,dFosB act,RTF Ca sens act,V-ATPase pH,CAL PDZ FP-1,Wnt bcat act,CAL PDZ FP-2
Cc1cccc(Cc2nnc(CCC(=O)NCc3ccncc3C)o2)c1,-3.5,-2.3,-0.6,-3.3,-2.8,1.8,-1.2,-0.2,-0.1,3.9
COc1cccc(C(=O)N/N=C/c2cn[nH]c2-c2ccc(OC)cc2OC)c1,-0.2,3.8,1.0,-3.5,6.7,-4.6,-1.9,-5.5,/,/
Nc1ncnc(Nc2c(F)cccc2F)n1,5.9,0.5,0.5,/,-4.3,-2.6,1.0,0.0,6.0,2.3
Cc1cccc(NC(=O)c2cccs2)n1,-3.4,-8.8,1.2,/,-3.7,2.0,0.9,1.3,18.1,/
CC(=O)Nc1ccc(S(=O)(=O)Nc2ccc3c(c2)OCCO3)cc1Cl,-7.0,5.2,2.0,/,-4.9,/,-0.8,-0.1,-4.1,-2.0
